# Mito fusion act: qHTS Assay for Small Molecule Inhibitors of Mitochondrial Division or Activators of Mitochondrial Fusion; S. cerevisiae fusion-defective mutant growth rescue, CellTiterGlo 48 h; Potency, µM (highest dose often 46.1 µM), for inactives: at the highest dose growth rescue (activation), actives largely listed as activators; 320,000 tested, 0.23% active; AID 485298, 2010;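 note: potency is the fitted concentration of half-maximal effect; % of control where 0% means no effect; nearly all actives have a fitted effect of over 45% in size; temperature-sensitive fusion mutants such as fzo1-1 at 37 °C on non-fermentable ethanol glycerol medium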
#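 S. cerevisiae fusion-defective temperature-sensitive mutants (e.g. fzo1-1, mgm1-5) grown 48 h at 37C in YPEG (ethanol/glycerol non-fermentable) medium with 23 nl compound per well; growth rescue read as CellTiterGlo luminescence.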
# Eya2 phos inh: qHTS Assay for Inhibitors of the Phosphatase Activity of Eya2 | Protein phosphatase EYA2 (Homo sapiens), O00167 | recombinant Eya2, OMFP fluorescence dephosphorylation (OMFP is methylfluorescein phosphate) | Potency, µM (top dose mostly 76.9 µM), without a hit: top-dose activity, negative = inhibition, hits mostly inhibitors | 330,000 tested, 0.006% active | AID 488837, 2010; note: potency is the fitted concentration of half-maximal effect; % is set by controls: 0 for no effect and ±100 for the full control effect
#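 Eya2 (0.2 uM) preincubated 10 min at ambient with compound, then OMFP substrate added at 50 uM; 10 min reaction in 50 mM HEPES pH 7.5, 50 mM NaCl, 5 uM MgCl2, 0.05% BSA, 1 mM DTT. Fluorescence read at Ex 485/Em 525 nm.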
# KCNH2 3.1 block: qHTS for Inhibitors of KCHN2 3.1: Mutant qHTS. U2OS KCNH2 3.1, thallium flux FluxOr; hits give low values. activity change, % (tested at about 1.8 µM). 340,000 tested, 0.95% active. AID 720553, 2013;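 active = maximum activity change below -70%; inconclusive = maximum activity change from -70% to -50%; inactive = maximum activity change above -50%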;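 note: thallium influx rate constant from kinetic fluorescence after stimulation buffer; % is set by controls: 0 for no effect and ±100 for the full control effect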
#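 U2OS cells transduced with KCNH2 3.1 mutant virus (1.77 x 10^8 /mL, 4 h), plated overnight at 37 C, loaded 45 min with FluxOr dye plus Red40 quencher. Thallium flux rate constant from kinetic reads after stimulation buffer, normalised to controls.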
# TRPV1 agonist: HTS Assay for Compounds that Act as Agonists of the Vanilloid Receptor 1; activation, % at 8.33 µM; AID 540275, 2011; 320,000 tested, 0.19% active; Transient receptor potential cation channel subfamily V member 1 (Homo sapiens), Q8NER1; TRPV1-expressing cells, Fluo-8 calcium influx, agonist mode; in the data active = activation above about 80%; inconclusive = between about 30% and that limit; note: 0% is about no effect
#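 TRPV1-expressing cells were cultured overnight at 35.5C and loaded with Fluo-8 calcium dye for 40 to 90 min at room temperature. After a 10 s baseline, compound was added and calcium influx was read kinetically for 3 min (ex 480/em 520 nm).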
# USP2a block: qHTS Assay for Inhibitors of Ubiquitin-specific Protease USP2a Using CHOP2 as the Reporter. USP2 core, Ub-CHOP2 coupled fluorogenic reporter, 485/531. Potency, µM (doses to about 38.3 µM), for inactives: at the top dose activity change, negative = inhibition, actives largely listed as inhibitors. 330,000 tested, 0.01% active;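 note: potency is the fitted concentration of half-maximal effect; plate controls were DMSO wells for no effect and full inhibition by NEM control for full effect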
# Target sequence (O75604 whole entry, looked up): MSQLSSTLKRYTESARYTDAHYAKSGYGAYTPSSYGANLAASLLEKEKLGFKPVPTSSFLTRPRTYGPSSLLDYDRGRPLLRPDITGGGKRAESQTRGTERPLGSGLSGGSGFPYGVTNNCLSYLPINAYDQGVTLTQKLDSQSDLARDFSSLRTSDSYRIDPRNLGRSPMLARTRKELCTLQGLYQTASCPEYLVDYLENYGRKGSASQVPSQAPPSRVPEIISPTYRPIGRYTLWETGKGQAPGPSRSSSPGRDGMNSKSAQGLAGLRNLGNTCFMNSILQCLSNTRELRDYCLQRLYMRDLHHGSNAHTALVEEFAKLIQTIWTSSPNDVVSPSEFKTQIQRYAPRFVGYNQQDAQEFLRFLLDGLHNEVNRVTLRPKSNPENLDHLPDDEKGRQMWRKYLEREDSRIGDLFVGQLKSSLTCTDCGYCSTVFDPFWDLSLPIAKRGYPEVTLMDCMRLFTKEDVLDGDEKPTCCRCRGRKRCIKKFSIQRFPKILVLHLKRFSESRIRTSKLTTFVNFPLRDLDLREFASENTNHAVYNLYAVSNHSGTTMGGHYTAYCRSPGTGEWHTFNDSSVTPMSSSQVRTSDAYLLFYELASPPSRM
#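 Cell-free coupled assay: 10nM USP2 core preincubated 30min RT with compound in Tris-HCl pH 8.0/CaCl2/CHAPS buffer, then 25nM Ub-CHOP2 and 25nM reporter substrate; fluorescence (Ex 485/Em 531) read after 60min RT, normalized to NEM inhibition, concentration-response curves fitted.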
# ELG1 repair inh: qHTS screen for small molecules that inhibit ELG1-dependent DNA repair in human embryonic kidney (HEK293T) cells expressing luciferase-tagged ELG1; 330,000 tested, 2.3% active; HEK293T ELG1-luciferase reporter, luminescence, 16 h; DNA damage induced by 5-fluorouridine; Potency, µM (series often up to 46.1 µM), inactives show at the top dose activity change, negative = inhibition, actives largely listed as inhibitors; note: potency is the fitted concentration of half-maximal effect; % is set by controls: 0 for no effect and ±100 for the full control effect; nearly all actives have a fitted effect of over 55% in size
#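 Reporter activity after DNA damage by 5-fluorouridine is monitored. Compound-treated cells incubate 16 hr at 37 °C, then ONE-Glo is added for 30 min before luminescence reading.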
# KCNH2 WT inh: qHTS for Inhibitors of KCHN2 3.1: Wildtype qHTS. Voltage-gated inwardly rectifying potassium channel KCNH2 (Homo sapiens), Q12809. U2OS, BacMam KCNH2, thallium flux FluxOr; hits give low values. activity change, % at 1.84 µM. 340,000 tested, 0.37% active. AID 720551, 2013;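 active = maximum activity change below -70%; inconclusive = maximum activity change between -70% and -50%; inactive = maximum activity change above -50%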; note: % is set by controls: 0 for no effect and ±100 for the full control effect
#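 U2OS cells were transduced with wild-type KCNH2 virus (2.03 x 10^8 / mL) for 4 h at room temperature, then cultured overnight at 37 C. Thallium flux was read with FluxOr dye. Rate constants were normalized to DMSO controls.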
# TSHR antag: Antagonists of the Thyroid Stimulating Hormone Receptor: HTS campaign. Thyrotropin receptor (Homo sapiens), P16473. TSHR-expressing cells, TSH-stimulated cAMP HTRF, 2 h; hits give low values. activity change, negative = inhibition, % at 11.5 µM. 330,000 tested, 0.2% active. AID 504810, 2011;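 active = activity change below a set negative limit, meaning inhibition stronger than a set level, cut at about -70% in these data; inconclusive = activity change between two set negative limits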; note: % is set by controls: 0 for no effect and ±100 for the full control effect
#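 Cell-based HTRF cAMP assay; TSHR cells + compound, TSH EC80 (4nM final), 2 h, 37 deg C. Lysis with anti-cAMP cryptate and cAMP-d2, 30 min RT, read 665/620 nm.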
# A-T KAP1 phos: qHTS Assay for Identifying a Potential Treatment of Ataxia-Telangiectasia; […] A-T fibroblasts, KAP-1 phosphorylation AlphaLISA; neocarzinostatin DNA damage 30 min before lysis; Potency, µM (titrated, usually from 57.5 µM), for the others: at the top dose activation, usual class: activators; 320,000 tested, 0.19% active; AID 485349, 2010; note: potency is the fitted concentration of half-maximal effect; % of control where 0% means no effect; nearly all actives have a fitted effect of over 45% in size
#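 ATM-like activity read as KAP-1 phosphorylation via AlphaLISA donor/acceptor antibody pairs after lysis and 6 hr at 25C. Cells were ATM-null patient fibroblasts ([…], hTERT), dosed 60 min, then exposed to the DSB inducer NCS for 30 min.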
# TCR act: Activators of T cell receptors: qHTS campaign. primary human leukocytes, anti-CD3, IL-2 HTRF, 48 h. Potency, µM (titrated, usually from 9.22 µM), inactives show at the highest dose activation of IL-2 secretion, hits mostly activators. 330,000 tested, under 10 active; note: % of control where 0% means no effect
#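 TCR engagement came from a-CD3 beads alone, with compounds added to primary human leukocytes for 48 hr. Secreted IL-2 bridged europium cryptate- and d2-labelled anti-IL-2 antibodies, giving FRET emission at 665nm after 320nm excitation.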
# Active calls of the source: *; ? = inconclusive; / = not tested or not shown; [ ] = another dose, or the depositor's remark. Unless noted, calls come from the whole dose curve; as a rule, active = well fitted curve in the direction sought with a large enough effect; inconclusive = small, poorly fitted or top-dose-only effect, or another doubt; inactive = no such curve, though single readings can be large; an effect the other way counts as inactive or inconclusive. These rows are one share of the data (hit frequency here may not be typical).
no.	smiles	Mito fusion act	Eya2 phos inh	KCNH2 3.1 block	TRPV1 agonist	USP2a block	ELG1 repair inh	KCNH2 WT inh	TSHR antag	A-T KAP1 phos	TCR act
1	Cc1ccccc1NC(=O)c1ccc(C)c(S(=O)(=O)Nc2cccnc2)c1	1%	-5%	-13	-3	2%	2%	0	-35	-2%	-1%
2	COc1ccc(C)cc1NS(=O)(=O)c1ccc(Br)s1	12%	-10%	3	3	0%	-15%	2	-33	3%	/
3	COc1cccc(NC(=O)c2ccc3c(c2)CCCC3)c1	26%	-4%	-24	?	1%	?	-4	-8	7%	-3%
4	COC(=O)c1ccc(CNC(=O)COC(=O)/C=C/c2ccc(O)c(OC)c2)cc1	/	-13%	2	/	3%	?	-2	-11	33%	3%
5	COc1ccccc1CNS(=O)(=O)c1c(C)nc2scc(C)n2c1=O	5%	0%	4	0	-1%	10%	-1	6	-3%	2%
6	O=C(Cc1cccc(NC(=O)C2CCN(C(=O)C3CCCC3)CC2)c1)Nc1cccc(C(=O)N2CCCC2)c1	5%	7%	-11	-4	3%	-3%	0	8	-21%	-1%
7	O=C(CCn1nnnc1CN1CCOCC1)N1CCC(c2ccccc2F)C1 (centres undefined)	0%	2%	-1	3	2%	0%	10	0	0%	-2%
8	Cc1cc(N/N=C/c2cccc(Cl)c2)nc(-n2nc(C)cc2C)n1	6%	-3%	-29	1	-1%	16µM*	2	2	-4%	2%
9	COC(=O)c1ccc(NC(=O)CSCc2ccccc2C)cc1	-5%	20%	-8	27	2%	?	-16	-24	/	-5%
10	COc1ccc(N2CCN(CC(O)COCCOc3ccc(Br)cc3)CC2)cc1 (centres undefined)	-9%	-1%	/	0	-8%	?	2	11	15%	-1%[46.1 µM]
11	CCN(c1ccccc1)S(=O)(=O)c1ccc(C(=O)NCCc2ccc(S(N)(=O)=O)cc2)cc1	11%	1%	6	10	0%	-14%	8	-3	7%	-4%
12	O=C1C(=O)N(CCO)C(c2ccccc2[N+](=O)[O-])/C1=C(\O)c1ccccc1 (centres undefined)	3%	4%	-5	-3	1%	4%	1	-2	3%	17%
13	COc1ccccc1C(=O)Nc1ccccc1N1CCOCC1	5%	-2%	8	-2	0%	-4%	3	-7	3%	1%
14	COc1ccc(C(=O)NCC(=O)NCC(=O)OCC(=O)c2ccc(Br)cc2)cc1	4%	-1%	-10	-3	0%	-5%	31	-14	0%	2%
15	COc1cccc(NC(=O)Nc2cccnc2)c1	-8%	11%	-1	?	6%	-7%	3	7	-2%	-4%
16	Cc1ccc([N+](=O)[O-])cc1NC(=O)CNC1CCCCC1	-5%	5%	-1	-2	-1%	1%	-14	0	-1%	-61%
17	Cc1cc2cc(CNC(=O)c3ccc(S(=O)(=O)N4CCCCC4)cc3)ccc2[nH]1	-2%	-2%	-13	3	3%	-16%	0	-7	-17%	0%
18	Nc1nnc(SCc2ccc(F)cc2Cl)s1	12%	-13%	-4	2	-2%	?	-8	-13	3%	/
19	COc1ccc(COc2cc(-c3cccc(OC)c3)nc3ccc(NC(=O)c4ccc(OC)cc4)cc23)cc1	4%	4%	-8	1	0%	4.1µM*	-1	14	-2%	-5%
20	Cc1cnc(NC(=O)c2ccncc2)s1	-1%	1%	-43	-2	1%	?	-3	2	0%	0%
21	COc1cccc(NC(=O)COC(=O)CC(NC(N)=O)c2ccc(Cl)cc2)c1 (centres undefined)	-7%	3%	-5	-2	4%	4%	-3	-1	9%	1%
22	O=C(CCc1ccccc1)N/N=C\c1cc2c(cc1Br)OCO2	-4%	1%	5	?	0%	-20%	-6	7	11%	3%
23	COc1cc(/C=C(\C#N)c2nc3ccccc3[nH]2)ccc1O	0%	72%	7	?	?	?	1	14	-5%	-4%
24	Cc1ccc(-c2cc(C(=O)NN)n[nH]2)o1	0%	-5%	-11	0	0%	-1%	-1	-3	3%	-1%
25	COc1ccc(-c2oc3ccc(-c4cc(OC)c(OC)c(OC)c4)cc3c2C#Cc2ccsc2)cc1	-1%	5%	-16	1	2%	-4%	-9	8	3%	-1%
26	COC(=O)/C(=C\Nc1ccccc1N)c1ncc(C(F)(F)F)cc1Cl	-2%	3%	10	?	1%	28%	3	8	6%	-27%
27	O=C(NCc1ccco1)c1nc(-c2ccc(F)cc2)no1	-3%	5%	4	16	-3%	?	3	-12	0%	5%
28	CSCCC(=O)Nc1ccc(C(C)=O)cc1	0%	-2%	-11	1	3%	?	-15	-5	14%	5%
29	O=S(=O)(Nc1ccc(-c2nc3cccnc3s2)cc1)c1cc(F)ccc1F	8%	6%	1	-1	3%	?	6	19	13µM*	-2%
30	CN(CCOc1ccccc1)C(=O)c1ccc(N2CCCC2)c([N+](=O)[O-])c1	0%	-7%	-3	-1	-1%	-1%	11	33	-3%	-3%
31	CCN(CC1COc2ccccc2O1)C(=O)CN1C(=O)NC(C)(c2ccccc2)C1=O (centres undefined)	-1%	-22%	17	?	-1%	-9%	9	-2	0%	-4%
32	Cc1ccc(C(=O)N/C(=C\c2ccco2)C(=O)NCc2cccnc2)cc1	4%	4%	-11	-1	4%	5%	0	11	2%	?
33	FC(F)Oc1ccccc1/C=N/n1cnc2ccccc21	2%	-4%	20	17	0%	?	15	11	6%	-1%
34	O=C(Nc1ccc(-c2ccco2)cc1)C1CCCN(Cc2ccc(CO)o2)C1 (centres undefined)	-1%	4%	1	0	-2%	?	3	10	5%	0%
35	N#Cc1c(NC(=O)c2ccc(Cn3cc(Br)cn3)o2)sc2c1CCCCC2	2%	-1%	-2	?	-2%	-8%	-18	-10	0%	-1%
36	COc1ccc(-n2c(C)nc(=O)c(-c3ccccc3)c2C)cc1	-6%	-1%	17	1	2%	9%	-8	12	0%	8%[46.1 µM]
37	Cc1ccc(/C=C2/SC(=S)N(CCC(=O)N3CCOCC3)C2=O)cc1	1%	9%	3	0	1%	-3%	4	-3	1%	13%
38	O=C(CN1C(=O)NC2(CCOc3ccccc32)C1=O)Nc1cccc([N+](=O)[O-])c1 (centres undefined)	/	-38%	-12	/	1%	-2%	14	/	4%	/
39	COc1cc(OC)c(NC(C)C(=O)NCc2ccccc2)cc1Cl (centres undefined)	-16%	-18%	-6	6	-6%	-17%	-1	-5	-1%	-2%
40	Cc1onc(-c2ccccc2)c1C(=O)OCC(=O)Nc1ccc(C#N)cc1	14%	-4%	-11	28	-6%	?	3	-2	3%	2%
41	O=C(O)c1ccccc1-c1nc2cc(Cl)ccc2c(=O)n1O	1%	7%	-1	3	1%	18%	-3	-2	-2%	1%
42	CC(=O)Nc1ccc(SCCN2CC[C@@H](O)CCC2=O)cc1	-1%	-4%	25	1	1%	23%	6	0	12%	3%
43	CN1CCN(C(=O)c2ccc(COc3ccc(Cl)cc3Cl)cc2)CC1	-8%	2%	18	1	-1%	-8%	1	6	8%	0%

# One compound at a time, as listed above. Order of values: Mito fusion act	Eya2 phos inh	KCNH2 3.1 block	TRPV1 agonist	USP2a block	ELG1 repair inh	KCNH2 WT inh	TSHR antag	A-T KAP1 phos	TCR act
# `COc1cccc(NC(=O)COC(=O)CC(NC(N)=O)c2ccc(Cl)cc2)c1` (centres undefined) reads -7%	3%	-5	-2	4%	4%	-3	-1	9%	1%
# `O=C(O)c1ccccc1-c1nc2cc(Cl)ccc2c(=O)n1O` reads 1%	7%	-1	3	1%	18%	-3	-2	-2%	1%
# `CSCCC(=O)Nc1ccc(C(C)=O)cc1` reads 0%	-2%	-11	1	3%	?	-15	-5	14%	5%
# `COc1cc(OC)c(NC(C)C(=O)NCc2ccccc2)cc1Cl` (centres undefined) reads -16%	-18%	-6	6	-6%	-17%	-1	-5	-1%	-2%
# `COc1ccc(-n2c(C)nc(=O)c(-c3ccccc3)c2C)cc1` reads -6%	-1%	17	1	2%	9%	-8	12	0%	8%[46.1 µM]

# Screening results: PubChem, National Center for Advancing Translational Sciences (NCATS)
